# Assay outcomes deposited in PubChem BioAssay by University of Kansas High Throughput Screening Laboratory.
# Pf apPOL inh: Pf-apPOL DNA polymerase inhibition. 210,000 tested, 0.25% active. inhibition, % at 10 µM. Recombinant Pf-apPOL, molecular beacon fluorescence, 1.5 h
# mHTT-CaM PPI inh: inhibitors of human mutant huntingtin-calmodulin interaction. P42858. AlphaScreen His-mHTT/GST-CaM binding, luminescence. 190,000 tested, 3.6% active. inhibition, % at 15 µM;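 note: 0% = both proteins with DMSO and 100% = one protein alone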
# Active calls of the source: *; / = not tested or not shown; & = joins results of further samples. Cut-off read from the data, not from the text of the source: active = inhibition above about 50%; inactive = the rest.
SMILES,Pf apPOL inh,mHTT-CaM PPI inh
CN(c1cc(Cl)c2c(c1)OCO2)c1cc2c(c3c1ccn3C)C1CCC2C1 (configuration not stated),-2,-4
O=C(Nc1ccccc1Cl)N1CCC(N2CCN(Cc3ccccc3)C2=O)CC1,0,1
COc1ccc(OC)c(NC(=O)N2CCCC2c2ccc(Cl)cc2)c1 (configuration not stated),-2,38
Cc1cc(C)c(C#N)c(SCc2ccccn2)n1,-9&-11,0&-10
COc1cc(C2NCCC3(O)CCCCC23)cc(OC)c1OC (configuration not stated),1,-5
CC(C)(C)OC(=O)NC1CCN(C(=O)Nc2ccc(F)cc2F)CC1,-4&-4,/
Cc1nc2nc(S(=O)(=O)N3CCC(C)CC3)nn2c(C)c1C,1,2
CCSc1nnc2n(C)c(=O)c3c4c(sc3n12)CC(C(C)(C)C)CC4 (configuration not stated),-10,0
O=C(Nc1cc(Cl)ccc1O)c1cnn2c(C(F)(F)F)cc(-c3ccccc3)nc12,4,4
C=CS(=O)(=O)N(Cc1nnn(Cc2ccccc2)c1Br)[C@H](C(=O)OC)C(C)C,-6,-13
O=C(NC(Nc1ccc([N+](=O)[O-])cc1)C(Cl)(Cl)Cl)c1ccc([N+](=O)[O-])cc1 (configuration not stated),-1,79*
CSc1ccccc1C(=O)N1CCC(C(=O)NCc2nc(C)no2)CC1,-4,-16
O=[N+]([O-])c1ccc(N2CCCCC2)nc1,3,7
O=C(NC1CCCCC1)C1CCCN(c2ncnc3c2nc2n3CCCCC2)C1 (configuration not stated),-2,5
O=[N+]([O-])c1ccc(CSc2nnc(-c3cccnc3)n2Cc2ccco2)cc1,-2,0
O=C1C2C3C=CC(C2C(=O)N1c1cccc(O)c1)C1C2C(=O)N(c4cccc(O)c4)C(=O)C2C31 (configuration not stated),2,6
CC(C)c1ccccc1NC(=O)c1cc2ccccc2o1,-3,-11
CCN1CCN(CCNC(=O)c2cc3n(n2)CCCN(Cc2ccc(C)cc2)C3=O)CC1,-5,-6
Clc1ccc(-c2cn3cccnc3n2)cc1Cl,-4&-4,36&33
Cc1ccc(C)c(S(=O)(=O)N2CCC3(CC2)NCCN=C3NC2CCCC2)c1,-6,4
CCN(CC)C(=O)CC[C@H]1CC[C@]2(CCCN(Cc3nccs3)C2)O1,-3,3
Clc1cccc(Nc2ncc(-c3ccc4c(c3)OCCCO4)s2)c1,-8,/
Cn1c(CSc2nc3ccccc3s2)nnc1SCC(=O)NCc1ccccn1,0,-2
COc1ccc(C(=O)Nc2cc(OC)nc(OC)n2)cc1,-4&-11,-16&-4
COc1cccc(C(=O)Nc2c3c(nn2-c2cccc(Cl)c2)CSC3)c1OC,-6,14
COc1ccc(C(=O)c2ccc(OC)c(N)c2)cc1N,-2,-2
COCCCNC(=O)c1oc2ccc(S(=O)(=O)N3CCCC3)cc2c1C,-11,-1
COc1ccc(C2C3=C(CCCC3=O)Nc3nc(SCc4ccccc4F)nn32)cc1 (configuration not stated),-1,-2
CCn1c(C2CCN(C(=O)c3ccsc3)C2)nc2cccnc21 (configuration not stated),-1,-2
COc1ccccc1-n1nnc(C(=O)NCc2ccccc2Cl)c1N,2,3
O=C(Cn1cnc2scc(-c3ccccc3)c2c1=O)Nc1ccccn1,-16,21
O=C1CC(Sc2nnnn2-c2ccccc2)C(=O)N1c1ccc([N+](=O)[O-])cc1 (configuration not stated),3,-1
O=C(Nc1c2c(nn1-c1ccc(F)cc1)CSC2)c1cc([N+](=O)[O-])ccc1Cl,7,33
CCOc1ccccc1/C=c1\sc2nc(=O)c(C)nn2c1=O,-16,-1
COCCN1C(=O)C(=O)C(=C(O)c2ccc(Cl)cc2)C1c1cccc([N+](=O)[O-])c1 (configuration not stated),3,0
O=S(=O)(Cc1ccccc1)NCc1ccccc1,3,-8
CCCOC(=O)CC1C(=O)NCCN1C(=O)CCCC(=O)O (configuration not stated),-4,2
CCC1SC(=C(C#N)C(=O)NCc2ccco2)N(c2ccc(Br)cc2)C1=O (configuration not stated),-6,3
O=C(c1cc(-c2ccccc2)n[nH]1)N1CCC(Nc2cccnc2)C1 (configuration not stated),-8,2
COc1ccc(Cl)cc1NC(=O)CSc1nc2nc(C)cc(C)n2n1,-6,25
CCN(C(=O)Cc1ccc(F)cc1)C1CCCCC1,-10,-5
Cc1ccc(NC2=CC(=O)CC(c3ccco3)C2)c(N)c1 (configuration not stated),-6,8
COc1ccc(NC(=O)c2cc3cc4ccc(C)cc4nc3s2)cc1OC,-7,-6
COc1ccc(N=Cc2ccc3ncccc3c2)cc1,-11,13
Cc1cc(C(=O)Oc2ccc(Cl)cc2)no1,-12,/
Cc1ccc(C)c(CNC(=O)CN2CCc3ccccc3C2C(=O)N2CCCC2)c1 (configuration not stated),-2,9
CCOc1ccc(N2CC(NC(=O)NCCc3ccc(S(N)(=O)=O)cc3)CC2=O)cc1 (configuration not stated),0,-9
CCOc1ccc(-n2ccnc2SCC(=O)Nc2ccccc2C(F)(F)F)cc1,0&-5,25&20
Nc1c2c(-c3cc(F)ccc3F)nc(N3CCCC3)nc2nn1-c1ccccc1,-2,44
O=C(C=Cc1cc(Cl)cc2c1OCOC2)c1cc(Br)ccc1O,2,2

# Next part:
SMILES,Pf apPOL inh,mHTT-CaM PPI inh
CC(C)Nc1nc(-c2ccc(Cl)cc2)nc2ccccc12,-2,34
COc1ccc(C2Nc3ccccc3C(=O)N2c2ccc(Cl)cc2)cc1OC (configuration not stated),4,12
COc1cccc2cc(C(N)=O)c(=Nc3cccc(C(N)=O)c3)oc12,-2,6
Cc1ccc(NC(=O)C2CC(=O)N(c3ccc4c(c3)CCN4C(=O)C3CC3)C2)c(F)c1 (configuration not stated),-2,3
COc1ccc(/C=C(\C#N)c2nc(-c3ccc(OC)c(OC)c3)cs2)cc1O,0,1
Cc1ccsc1C=Cc1ccnc(Sc2ncccc2[N+](=O)[O-])n1,0,/
NS(=O)(=O)c1cccc2cccnc12,-2,-4
O=C(CCC1CCCN(C(=O)Nc2ccccc2)C1)N1CCOCC1 (configuration not stated),-1,-8
O=C1Nc2ccccc2S/C1=C\c1cccc(Cl)c1,24,10
CCNC(=O)N1CCc2c(c(-c3nc(-c4ccccc4)no3)nn2C)C1,-1,14
N#Cc1cn(C2CC2)c(=O)n(Cc2ccccc2)c1=O,0&1,/
CC1=CC(C)(C)Nc2ccc(OCC(=O)c3ccccc3)cc21,4,48
Nc1nc(-c2sc3nc4c(cc3c2N)CCC4)nc(N2CCOCC2)n1,/,-1
CC1Oc2ccccc2N(Cc2nc(-c3ccc(Br)cc3)no2)C1=O (configuration not stated),2,-24
Cc1cc(C(F)(F)F)nn1CC(=O)N1CCCC1c1ccc(F)cc1 (configuration not stated),0,-12
Clc1ccc(-c2cn3nc(-c4ccccc4)sc3n2)cc1,-6,3
CCC(Br)C(=O)Nc1ccc(C)c(Cl)c1 (configuration not stated),0,-21
Cc1ccc(-c2ccc(C)cc2N)c(N)c1,6,23
Cc1ccsc1CN1CCC(C(=O)N2CCCCC2)CC1,-10,-5
CC(C)(C)c1noc(-c2cc3n(n2)CC(c2ccc(Cl)cc2)OC3)n1 (configuration not stated),-3,2
Cc1ccc2c(c1)N(c1cccc(F)c1)C=C(C#N)S2(=O)=O,2,-7
COC(=O)C(NS(=O)(=O)c1ccccc1Br)C(C)C (configuration not stated),2,-10
NC(=O)c1c(-c2cccs2)csc1N,-2,14
CC#CCCC(=O)Nc1cccc(Br)c1,-4,-6
COc1ccc2nc(C)cc(Nc3cccc(Cl)c3)c2c1,1,15
Cc1cccc(Nc2c(C(=O)N3CCOCC3)cnc3nc(C)ccc23)c1,1,-4
COc1cccc(-c2csc3nc(CN4CCN(C)CC4)[nH]c(=O)c23)c1,-2,5
O=c1/c(=C/c2ccco2)sc2nc(-c3ccccc3)nn12,0,-4
O=[N+]([O-])C(/C=C(\Cl)[N+](=O)[O-])=C(N1CCC2(CC1)OCCO2)N1CCC2(CC1)OCCO2,-8,1
COC(CNC(=O)c1ccc(CNC(=O)c2cccc(Br)c2)cc1)OC,-14,1
CCOc1ccc(CNC(=O)C2CCN(c3nc4cccnc4s3)CC2)cc1,-6,-14
CCNC(=O)NCC12CC3CC(CC(C3)C1)C2,-7,-1
O=C(NC1CCC(NC(=O)c2ccc(F)cc2)CC1)c1ccc(F)cc1 (configuration not stated),-2,-1
Nc1ccc(NC(=O)c2ccc(Cl)cc2Cl)c(Cl)c1,-1,-3
O=C(NCc1ccc(N2CCCCC2)cc1)c1cn2ccccc2n1,-1,12
Clc1cccc2sc(NCCCn3ccnc3)nc12,-11,-6
CCN(C)C1CN(Cc2cn(Cc3cc(C)cc(C)c3)nn2)S(=O)(=O)C1 (configuration not stated),-9,-3
O=C(O)COc1ccc2c(c1)OC(=Cc1ccco1)C2=O,20,-1
Cc1c(Cl)cccc1NC(=O)c1cc2cc([N+](=O)[O-])ccc2oc1=O,-2,5
Cc1cc([N+](=O)[O-])ccc1N1C(=O)C2C3c4ccccc4C(CO)(c4ccccc43)C2C1=O (configuration not stated),6,29
Cc1ccc(OCC(=O)Nc2ccccc2I)cc1C,-4,-8
CSC(C)C(=O)C=CN(C)C (configuration not stated),31,/
NC(=O)Oc1ccc(C2CCCCC2)cc1,-4,-8
Fc1ccc(Cn2nnc(-c3ccccc3Cl)n2)cc1,1,-85
O=C(Cc1ccccc1F)N1CCC(COc2ccc(C(=O)N3CCCCC3)cc2)CC1,-2,2
O=C(Nc1cccc(Cl)c1)c1cccc(NC(=O)C(F)(F)F)c1,-4,-2
Cc1ccccc1Oc1nccnc1N1CCCC(C(=O)Nc2ccc(Cl)cc2)C1 (configuration not stated),-8,-6
CN(C)C(CNC(=O)Cc1ccc(-c2ccccc2)cc1)c1ccco1 (configuration not stated),-10,3
CCS(=O)(=O)c1ccc2c(c1)N(Cc1nc(-c3ccc(SC)cc3)no1)C(=O)CO2,-13,-5
COc1cc2sc(C)nc2cc1C,-7,-9

# (continued)
SMILES,Pf apPOL inh,mHTT-CaM PPI inh
O=C(Nc1nnc(-c2ccsc2)o1)NC(c1ccccc1)c1ccccc1,-2,-4
CC(C)NC(=O)N1CCCC(c2cccc(C(=O)NCCCN3CCOCC3)c2)C1 (configuration not stated),-7,2
O=C(c1ccc(-c2ccccc2)cc1)N1CCCCC1,-9,-5
COc1nccnc1NC1CCN(C(=O)NCc2ccccc2)CC1,-9,4
CC(=O)N1CCc2cc(N3CC(C(=O)NCc4ccc(Cl)cc4)CC3=O)ccc21 (configuration not stated),-1,-4
Cc1ccc(S(=O)(=O)N(CC(=O)Nc2cccc(F)c2)c2ccccc2Cl)cc1,-4,-3
COc1ccc(/C=c2\sc3nc4ccccc4n3c2=O)cc1O,-19,11
CCN1C(=O)Cc2ccccc2C1C(=O)N1CCN(c2cccc(Cl)c2)CC1 (configuration not stated),3,5
COc1ccc(C2SC(C)C(=O)N2c2ccc(C)cc2)cc1 (configuration not stated),-4,-1
Cc1ccn2c(NC(=O)C(C)(C)CCl)c(-c3ccccc3)nc2c1,4,9
O=C(Cc1cccs1)N1CCC(Nc2cccnc2)C1 (configuration not stated),-2,-4
CCCN1CCN(c2ncc3c(n2)CCN(Cc2ccc(C)cc2)C3)CC1,-3,19
COCCCNC(=O)C1CCCN(c2ncnc3c2nc2n3CCCCC2)C1 (configuration not stated),0,-5
Cc1[nH]nc(-c2ccccc2Cl)c1NC(=O)C1CCCC1,1,3
CC(=O)N1CCc2nn(CC(=O)Nc3cc(F)cc(F)c3)c(=O)cc2C1,-5,-1
COCCOC(=O)c1c2c(n3cc4ccccc4cc13)C(=O)c1ccccc1C2=O,-3,-1
CN(C)C(=O)c1nc2ccccn2c1-c1ccsc1,0,2
Cc1ccc(C2CC(c3cccs3)=NN2C(=O)CCC(=O)O)cc1 (configuration not stated),5,1
O=C(NNC(=S)NCc1ccco1)C(F)(F)F,-6,/
Cc1cccc(NCC(O)Cn2c(C)c(C)c3ccccc32)c1C (configuration not stated),-6,93*
O=C(Nc1nnc(-c2cccnc2)s1)C12CC3CC(CC(C3)C1)C2,0,-1
CC(C)c1cc(C(=O)Nc2cc(F)cc(F)c2)nc2ccnn12,-1,-12
COc1ccc(-n2nc3c(c2NC(=O)c2c(OC)cccc2OC)CSC3)cc1,-2,38
CC1=C(C(N)=O)C(c2ccc(F)cc2)n2ncnc2N1 (configuration not stated),-2,3
Cc1nc(-c2ccc(C)c(S(=O)(=O)N3CCN(C)CC3)c2)cs1,0,3
CNC(=O)c1sc(-n2cccc2)nc1C(C)C,-1,0
O=C(Nc1ccc2c(c1)OCCO2)c1ccnc(N2CCNC(c3ccccc3)C2)c1 (configuration not stated),4,16

# The list is partial (hit frequency here may not be typical).
